Source: PubChem
A3G deaminase = blocks human APOBEC3G single-stranded DNA deamination. recombinant A3G, ssDNA deamination FAM/TAMRA fluorescence. Q9HC16. 330,000 compounds, 0.28% hits. inhibition, % at 20 µM;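 active = inhibition of at least 40% at 20 µM, with no more than 30% in the related APOBEC3A deaminase screen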;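 also: plate controls were DMSO wells with A3G for no effect and wells lacking A3G enzyme for full effect; some compounds called inactive have numbers as strong as hits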
Target sequence (Q9HC16 whole entry, looked up): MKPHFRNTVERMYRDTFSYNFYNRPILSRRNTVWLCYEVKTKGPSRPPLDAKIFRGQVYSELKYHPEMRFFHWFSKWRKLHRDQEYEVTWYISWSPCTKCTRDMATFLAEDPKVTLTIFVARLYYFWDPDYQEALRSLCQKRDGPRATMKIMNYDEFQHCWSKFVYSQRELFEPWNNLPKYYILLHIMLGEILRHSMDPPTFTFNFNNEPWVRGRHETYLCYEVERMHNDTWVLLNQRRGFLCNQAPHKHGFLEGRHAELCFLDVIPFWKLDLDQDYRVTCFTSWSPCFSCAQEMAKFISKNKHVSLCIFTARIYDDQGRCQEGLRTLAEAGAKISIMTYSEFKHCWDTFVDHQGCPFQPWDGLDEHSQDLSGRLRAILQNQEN
SENP8 block-1 = SENP8 (human) protease inhibition. recombinant SENP8, Nedd8 substrate fluorescence. inhibition, % at 20 µM. 360,000 compounds, 0.64% hits. AID 602440; in the data active = inhibition mostly above about 40%, no sharp cut-off; inactive = mostly below about 27%
Target sequence (Q96LD8 whole entry, looked up): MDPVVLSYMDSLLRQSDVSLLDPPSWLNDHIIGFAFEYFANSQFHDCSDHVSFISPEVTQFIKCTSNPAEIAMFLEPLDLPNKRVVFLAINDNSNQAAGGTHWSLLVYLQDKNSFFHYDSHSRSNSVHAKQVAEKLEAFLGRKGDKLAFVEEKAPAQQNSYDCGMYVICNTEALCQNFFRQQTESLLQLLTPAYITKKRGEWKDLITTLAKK
SENP1 inh = SENP1 (human) catalytic domain inhibition | Q9P0U3 | recombinant SENP1 catalytic domain, CyPet-SUMO1-YPet FRET cleavage | inhibition, % at 10 µM | 360,000 compounds, 0.21% hits | AID 624204;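 active = inhibition at least 30% at 10 µM, raw YFP signal under a set limit, fluorescence ratio 0.5 to 1.5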;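 also: 0% = enzyme with DMSO and 100% = no enzyme wells; some results filed as inactive read as strong as hits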
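Test system: human SENP1 catalytic domain; medium: Tris pH 8 buffer plus EDTA, NaCl, BME, BSA, NP40, catalase; incubation: 50 min reaction at room temperature; technique: FRET, CFP and YFP emission; controls: no-enzyme low control and enzyme-plus-DMSO high control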
UBC13 inh = human UBC13 polyubiquitination inhibition. 330,000 compounds, 0.47% hits. P61088. AID 485273. inhibition, % at 20 µM. UBC13 polyubiquitin chain formation, TR-FRET; in the data active = inhibition above about 45%, passing the limit was not always enough
Apaf-1 inh = inhibitors of human Apaf-1 apoptosome | reconstituted apoptosome caspase-3 activity, DEVD-Rh110 fluorescence | inhibition, % at 20 µM | 330,000 compounds, 0.71% hits; active = inhibition of at least 40% at 20 µM;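 also: plate controls were DMSO wells for no effect and DEVD-CHO caspase inhibitor wells for full effect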
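Material: cell-free apoptosome with Apaf-1, procaspase-3 and caspase-9; Buffer or medium: Hepes pH 7.5 with detergent and BSA; Reagent: cytochrome c trigger plus (Z-DEVD)2-Rh110 caspase-3 substrate; Times: compound with Apaf-1, dATP, procaspase-3 30 min, then 50 min reaction, room temperature; Technique: Rh110 fluorescence intensity.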
SENP8 block-2 = SENP8 protease inhibition | Q96LD8 | purified SENP8, Z-RLRGG-aminoluciferin cleavage, luminescence | AID 2540 | inhibition, % at 10 µM | 330,000 compounds, 1.2% hits; in the data active = inhibition above about 50%
SENP7 inh = blocks the human protease SENP7; inhibition, % at 5 µM; recombinant SENP7, Z-RLRGG-aminoluciferin luminescence, 40 min; Q9BQF6; 330,000 compounds, 1.5% hits;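 active = inhibition above about 50% at the single test dose, limit read from the data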;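 also: plate controls were DMSO with enzyme for no effect and no enzyme buffer wells for full effect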
Target sequence (Q9BQF6 706-1050 limits assumed): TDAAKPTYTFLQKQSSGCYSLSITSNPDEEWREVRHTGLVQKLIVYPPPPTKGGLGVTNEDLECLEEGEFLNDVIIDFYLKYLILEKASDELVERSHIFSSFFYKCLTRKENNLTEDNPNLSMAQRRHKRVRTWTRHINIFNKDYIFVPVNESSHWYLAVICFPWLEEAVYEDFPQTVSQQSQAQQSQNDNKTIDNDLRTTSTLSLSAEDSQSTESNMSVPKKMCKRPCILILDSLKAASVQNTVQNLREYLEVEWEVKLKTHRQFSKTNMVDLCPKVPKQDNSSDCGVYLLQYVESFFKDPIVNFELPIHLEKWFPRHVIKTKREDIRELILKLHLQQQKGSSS
SENP6 block = SENP6 protease inhibition. inhibition, % at 10 µM. 330,000 compounds, 1.8% hits. Recombinant SENP6 catalytic domain, aminoluciferin luminescence;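 active = inhibition above about 50% at the single tested dose, limit read from the data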;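 also: plate controls were DMSO wells with enzyme for no effect and DMSO wells lacking enzyme for full effect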
Active calls of the source: *; . = no result given.

#1 N#Cc1c(-c2ccncc2)c2c([nH]c1=O)-c1ccccc1OC2
#2 CC(=O)NCC(=O)N1CCC(n2nccc2NC(=O)CCCc2ccccc2)CC1
#3 CCCCC(O)(CCCC)C(=O)NNc1ccccc1
#4 CCCCC(=O)Nc1ccccc1C(=O)OCC(=O)c1ccc2c(c1)OCCO2
#5 O=C(Nc1ccc(Cc2ccc(NC(=O)N3CCOCC3)cc2)cc1)N1CCOCC1
#6 CC(=O)NC(CC(=O)NNC(=O)C(C)Oc1ccccc1F)c1ccccc1 (configuration not stated)

assay / compound	1	2	3	4	5	6
A3G deaminase	4	-6	-1	-6	-1	-12
SENP8 block-1	.	-3	19	-10	5	17
SENP1 inh	.	1	2	3	3	2
UBC13 inh	8	3	-5	6	-6	2
Apaf-1 inh	-10	4	-6	23	8	2
SENP8 block-2	8	-5	-4	-6	-4	6
SENP7 inh	5	2	5	-11	-1	2
SENP6 block	17	-3	-9	5	2	-7

#7 O=C(c1snnc1-c1ccccc1)N1CCOCC1
#8 Cc1ccc(S(=O)(=O)N(C)C)cc1-n1c(SCC(=O)Nc2ccccc2)nc2ccccc2c1=O
#9 CN(C(=O)COc1ncnc2sccc12)c1ccccc1
#10 CC(=O)Nc1nnc(/C=C/c2cccc([N+](=O)[O-])c2)s1
#11 CC(=O)N(c1nc(CCl)cs1)c1c(C)cc(C)cc1C
#12 O=C(CCc1nc(-c2ccccc2F)no1)NCCc1ccccc1Cl

assay / compound	7	8	9	10	11	12
A3G deaminase	-3	-2	2	19	-6	-1
SENP8 block-1	5	3	8	10	15	17
SENP1 inh	0	1	-8	3	1	-1
UBC13 inh	5	-3	5	-14	1	8
Apaf-1 inh	-12	23	-2	6	-1	-2
SENP8 block-2	1	1	-1	-7	-5	-6
SENP7 inh	2	8	2	2	-3	6
SENP6 block	-28	50*	-2	2	-3	-6

#13 CC(=O)c1nn(-c2cccc(Br)c2)cc1C(=O)c1ccc2ccccc2c1
#14 CCC(=O)n1nc(-c2ccc(Cl)cc2)nc1N
#15 Cc1ccc(OCC(=O)Nc2c3c(nn2C(C)(C)C)CS(=O)(=O)C3)cc1
#16 CCc1cc2c(N3CCN(c4nnc(CC)s4)CC3)ncnc2s1
#17 c1ccc(-c2cn(-c3ccccc3)c3ncnc(NCCCN4CCOCC4)c23)cc1
#18 C/C=C/c1ccc(OCCn2cncn2)c(OC)c1

assay / compound	13	14	15	16	17	18
A3G deaminase	-2	46*	-13	-1	-1	-3
SENP8 block-1	11	3	2	17	1	15
SENP1 inh	3	-1	2	0	2	2
UBC13 inh	-18	-3	4	-1	1	-3
Apaf-1 inh	-5	7	-12	6	21	-11
SENP8 block-2	-7	-12	0	-12	-5	2
SENP7 inh	-2	-2	-10	-14	-9	0
SENP6 block	-20	-23	-10	-20	-13	0

#19 O=C(CCCN1C(=O)c2ccccc2C1=O)NCCC1=CCCCC1
#20 CCCCN1C=CC(=C2C(=O)c3ccccc3C2=O)C=C1
#21 Clc1ccc(-c2nnc(SCc3ccon3)o2)c(Cl)c1
#22 Cn1cnnc1SCc1cccc(Br)c1
#23 COc1cc2c(cc1OC)-c1cc(Nc3ccc(C(=O)O)cc3)nc(=O)n1CC2
#24 CCOc1ccc(C(=O)OCC(=O)N2CCCC2)cc1

assay / compound	19	20	21	22	23	24
A3G deaminase	-2	-4	-10	-2	-18	-9
SENP8 block-1	14	12	8	23	-281	2
SENP1 inh	1	23	-1	1	-36	-1
UBC13 inh	2	-15	-5	3	-3	0
Apaf-1 inh	-1	3	-1	-3	0	-4
SENP8 block-2	3	89*	61*	-4	4	-7
SENP7 inh	3	78*	57*	8	1	2
SENP6 block	-17	92*	70*	-13	-5	-6

Structures listed so far that contain an aryl methoxy group:
#18 C/C=C/c1ccc(OCCn2cncn2)c(OC)c1
#23 COc1cc2c(cc1OC)-c1cc(Nc3ccc(C(=O)O)cc3)nc(=O)n1CC2

assay / compound	18	23
A3G deaminase	-3	-18
SENP8 block-1	15	-281
SENP1 inh	2	-36
UBC13 inh	-3	-3
Apaf-1 inh	-11	0
SENP8 block-2	2	4
SENP7 inh	0	1
SENP6 block	0	-5

Additional structures.
#25 Cn1c2ccccc2c(=O)c2cc(NCCCN3CCOCC3)ccc21
#26 O=C(O)c1ccc(N2C(=O)CC(N3CCN(c4cccc(C(F)(F)F)c4)CC3)C2=O)cc1 (configuration not stated)
#27 CC(C)[C@H](NC(=O)c1ccco1)C(=O)OCC(=O)N1CC(=O)Nc2ccccc21
#28 Cc1nc2ccc(S(=O)(=O)NCC(=O)N3CCN(c4ccccn4)CC3)cc2s1
#29 Cn1nnnc1SCC(=O)Nc1ccccc1N1CCOCC1
#30 Oc1ccc(-c2cnns2)c(O)c1

assay / compound	25	26	27	28	29	30
A3G deaminase	6	-7	-3	-5	-11	-2
SENP8 block-1	-490	16	3	2	15	8
SENP1 inh	-29	2	-1	3	0	2
UBC13 inh	13	0	-12	0	-9	-22
Apaf-1 inh	8	-13	33	0	-1	-18
SENP8 block-2	-16	2	-1	-5	-9	-6
SENP7 inh	-8	-2	-10	-47	-3	-6
SENP6 block	-7	20	-9	-5	-23	-8

#31 CN(C)C(CNC(=O)CCNC(=O)c1ccccc1Cl)c1ccco1 (configuration not stated)
#32 Nc1nonc1-n1nnc(C(=O)N/N=C/c2ccncc2)c1CSc1ccccc1
#33 COc1ccccc1-n1ccnc1SCC(=O)NC1CCCC1
#34 CCOc1cc(N2CCOCC2)c(OCC)cc1NC(=O)c1ccc(C)cc1
#35 CCOc1ccc(C(C)=O)cc1CN1C(=O)NC(C)(C2CC2)C1=O (configuration not stated)
#36 COC(=O)C1CCN(S(=O)(=O)CCNC(=O)c2ccc(F)cc2)CC1

assay / compound	31	32	33	34	35	36
A3G deaminase	-9	-4	-3	-9	-3	-4
SENP8 block-1	-17	12	20	-38	12	9
SENP1 inh	-9	2	2	2	0	0
UBC13 inh	9	-11	-11	-2	-6	-3
Apaf-1 inh	-5	16	5	-11	0	-4
SENP8 block-2	-3	-8	9	2	-11	-6
SENP7 inh	4	-7	2	2	-7	-6
SENP6 block	-2	16	7	0	3	-7

#37 COc1ccccc1CNC(=O)c1ccc(CNc2c(N3CCCC3)c(=O)c2=O)cc1
#38 Cc1c(Br)c([N+](=O)[O-])nn1CC(=O)NCc1ccco1
#39 COc1ccc(OCC(=O)NNC(=O)Nc2cccc(Cl)c2)cc1
#40 CC(C)(C)c1cc(C(=O)N2CCc3ccccc32)ccn1
#41 Nc1cnc(-c2ccccc2)nc1Cl
#42 CCOC(=O)c1c(O)c2cccc3c2n(c1=O)CC3

assay / compound	37	38	39	40	41	42
A3G deaminase	3	-1	-1	-4	-1	-1
SENP8 block-1	12	9	2	-8	2	-18
SENP1 inh	2	-1	3	-3	-2	-1
UBC13 inh	-5	-3	1	-5	-2	3
Apaf-1 inh	3	-8	-2	6	-13	-2
SENP8 block-2	3	-5	6	-4	3	-7
SENP7 inh	0	0	1	-10	-3	-1
SENP6 block	14	-13	-14	-3	2	-17

Sorted by the number under A3G deaminase (ascending): 3 from the list above.
no.	structure	A3G deaminase	SENP8 block-1	SENP1 inh	UBC13 inh	SENP7 inh	SENP6 block
31	CN(C)C(CNC(=O)CCNC(=O)c1ccccc1Cl)c1ccco1 (configuration not stated)	-9	-17	-9	9	4	-2
33	COc1ccccc1-n1ccnc1SCC(=O)NC1CCCC1	-3	20	2	-11	2	7
17	c1ccc(-c2cn(-c3ccccc3)c3ncnc(NCCCN4CCOCC4)c23)cc1	-1	1	2	1	-9	-13

More records.
#43 CCOc1ccccc1C(=O)OCC(=O)Nc1cc(Cl)ccc1Oc1ccccc1
#44 CCN(C(=O)c1cc2cc(OC)ccc2oc1=O)c1cccc(C)c1
#45 Cc1ccccc1CSc1nc(C(C)(C)C)cc(=O)[nH]1
#46 O=C(Nc1ccc(Cl)cn1)c1cc(S(=O)(=O)N2CCCCC2)ccc1Cl
#47 COc1cccc(N(C(=O)c2snc(C(N)=O)c2N)C(C(=O)NCC2CCCO2)c2cccs2)c1 (configuration not stated)
#48 O=C(c1cccc2c1C(=O)N(Cc1cccnc1)C2)N1CCN(c2ccccc2)CC1

assay / compound	43	44	45	46	47	48
A3G deaminase	-3	-6	-6	1	0	-1
SENP8 block-1	4	-59	26	-33	-300	16
SENP1 inh	-2	0	2	2	-18	1
UBC13 inh	2	-11	0	-4	27	5
Apaf-1 inh	7	-4	12	17	10	-7
SENP8 block-2	3	-11	4	5	2	-3
SENP7 inh	22	-4	7	3	1	-8
SENP6 block	-8	9	2	1	-12	-20

#49 Cc1ccc(C(=O)Nc2ccc(N3CCOCC3)nc2N2CCOCC2)cc1
#50 CCOc1ccc(CNc2cccc(SC)c2)cc1
#51 CC(=O)N1CCN(C(=O)c2ccc(C(=O)c3ccccc3)cc2)CC1
#52 COc1ccc(CCN2C(=O)CS/C2=N/NC(=O)c2ccccc2F)cc1OC
#53 CCOC(=O)c1ccc(NS(=O)(=O)c2cc3c4c(c2)CCN4C(=O)CC3)cc1
#54 COc1ccccc1C(=O)NCCC(=O)NC(C)c1ccc(-n2ccnc2)cc1 (configuration not stated)

assay / compound	49	50	51	52	53	54
A3G deaminase	-7	-7	-7	-2	-4	-3
SENP8 block-1	15	14	18	-2	-3	-6
SENP1 inh	1	4	-5	0	2	1
UBC13 inh	-7	1	5	-11	0	2
Apaf-1 inh	-14	10	-5	-9	8	8
SENP8 block-2	1	0	-4	-8	5	-6
SENP7 inh	0	-1	-7	-3	1	1
SENP6 block	8	7	-3	7	-3	5

#55 Cc1ccc(N(Cc2ccccc2)C(=O)c2cc(S(=O)(=O)N3CCOCC3)ccc2F)cc1
#56 O=C(CSc1nc2ccccc2[nH]1)NCC1CCCO1 (configuration not stated)
#57 CCNS(=O)(=O)c1cc(Br)ccc1OC
#58 C=C(C)CSc1ncc(-c2cccc(C(F)(F)F)c2)cn1
#59 CCOc1cc(CNc2ncc(-c3ccc(OC)cc3)n2C)ccc1O
#60 CN(CCc1ccccn1)C1CCCN(S(=O)(=O)c2ccc(F)c(Cl)c2)C1 (configuration not stated)

assay / compound	55	56	57	58	59	60
A3G deaminase	-8	1	-5	-4	-5	-8
SENP8 block-1	-2	6	18	6	-10	-10
SENP1 inh	10	2	2	0	-5	-15
UBC13 inh	6	0	-5	16	-7	-4
Apaf-1 inh	5	4	4	1	5	14
SENP8 block-2	-2	-4	2	-1	-12	-2
SENP7 inh	-2	8	2	3	-9	-11
SENP6 block	5	3	3	7	-11	-11

#61 CCOc1ccc(S(=O)(=O)N(CC)CC(=O)NCc2ccco2)cc1C
#62 c1ccc(-n2nnnc2Oc2ccc(-c3nnco3)cc2)cc1
#63 CCN1C(=O)C2(C(C#N)=C(N)Oc3n[nH]c(C(C)C)c32)c2ccccc21 (configuration not stated)
#64 Cc1noc(C)c1NC(=O)N1CCN(Cc2ccccc2)CC1
#65 O=C1C2C3C=CC(C4CC34)C2C(=O)N1c1cc(Cl)ccn1 (configuration not stated)
#66 COc1ccccc1-c1c(C)oc2c(CN3CCCC(C)C3)c(O)ccc2c1=O (configuration not stated)
#67 O=C(Nc1ccc(F)cc1)c1cnc(-c2ccccc2)nc1-c1ccccc1
#68 Cn1c(SCC(=O)NCc2ccccc2)nc2ccccc21
#69 COc1ccc(-n2c(SCC(=O)C(C)(C)C)nc3c(sc(=S)n3-c3ccccc3)c2=O)c(OC)c1

assay / compound	61	62	63	64	65	66	67	68	69
A3G deaminase	-14	-1	-1	2	16	-9	-7	-8	40*
SENP8 block-1	11	16	28	2	26	-296	27	3	24
SENP1 inh	1	2	0	0	1	0	0	0	-3
UBC13 inh	-6	2	4	1	-3	9	-17	2	-12
Apaf-1 inh	7	9	2	-4	-8	3	16	-6	28
SENP8 block-2	-9	-1	-2	-2	3	-4	-1	1	-3
SENP7 inh	1	4	1	-5	9	-5	-5	2	-10
SENP6 block	-12	7	11	-9	0	-14	-4	6	2

No enrichment for hits, and some 3.6% of all compounds hit somewhere here.
